# Bioassay records from PubChem.
# EBI2 antag: antagonists of human EBI2 receptor | P32249 | EBI2 beta-arrestin recruitment, luminescence, 7a,25-OHC stimulated | inhibition, % at 5 µM | 360,000 compounds, 0.81% hits; in the data active = inhibition above about 38%;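 also: enzyme fragment complementation signal reports receptor beta-arrestin coupling in cells; 0% = agonist plus DMSO wells and 100% = wells without agonist; some results beyond the cut were filed as inactive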
# Target sequence (P32249 whole entry, looked up, the tested form may be a part): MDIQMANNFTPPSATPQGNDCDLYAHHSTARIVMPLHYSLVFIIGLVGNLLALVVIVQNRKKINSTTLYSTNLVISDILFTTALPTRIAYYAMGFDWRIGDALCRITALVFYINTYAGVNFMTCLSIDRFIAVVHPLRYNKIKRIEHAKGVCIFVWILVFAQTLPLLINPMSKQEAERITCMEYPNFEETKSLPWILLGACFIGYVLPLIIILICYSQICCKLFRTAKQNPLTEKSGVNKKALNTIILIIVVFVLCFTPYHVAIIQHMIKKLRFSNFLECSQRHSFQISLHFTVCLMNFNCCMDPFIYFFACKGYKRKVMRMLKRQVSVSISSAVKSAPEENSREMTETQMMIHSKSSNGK
# Jurkat NFkB inh: lowers PMA/ionomycin-induced NF-kB signal in Jurkat cells | inhibition, % at 4 µM | 330,000 compounds, 0.53% hits | PMA/ionomycin-induced NF-kB luciferase reporter, luminescence; in the data active = inhibition above about 50%
# Mdm2 MdmX PPI: human Mdm2/MdmX binding inhibition; O15151+Q00987; 330,000 compounds, 3% hits; inhibition, % at 8 µM; AID 485346; SaOS-2 split-luciferase Mdm2/MdmX complementation, luminescence;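 active = inhibition of at least 50% at 8 µM in the primary screen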
# 697 NFkB inh: lowers PMA/ionomycin-induced NF-kB signal in 697 B cells. 330,000 compounds, 0.33% hits. inhibition, % at 4 µM. AID 435022. 697 B-cell NF-kB luciferase reporter, 16 h; in the data active = inhibition above about 35%
# UPR CHOP act: activators of apoptotic arm of unfolded protein response (CHOP) | CHO-CHOP luciferase reporter, UPR activation, luminescence; percent of tunicamycin response over DMSO baseline | activation, % at 10 µM | 330,000 compounds, 0.34% hits | AID 449763;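 active = at 10 µM dose, activation of 40% or more, normalized to positive control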;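 also: 100% = tunicamycin at 10 µg/mL and 0% = DMSO alone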
#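 Evaluation: % reporter activation, DMSO baseline versus tunicamycin full activation; System: CHO-CHOP luciferase reporter cell line; Input: 500 cells/well; Incubation: 6 h compound treatment, 37 °C; Measured by: Steady-Glo luciferase luminescence; Dosing: one dose, 10 µM in 0.5% DMSO; Buffer or medium: F12 medium, 10% FBS; Benchmarks: positive tunicamycin 10 µg/mL, negative DMSO alone.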
# CXCR6 block: inhibitors of human CXCR6 receptor | CHO-K1 PathHunter CXCR6 beta-arrestin, luminescence | inhibition, % at 20 µM | 360,000 compounds, 0.36% hits | AID 602244; in the data active = inhibition above about 34%, passing the limit was not always enough;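 also: antagonist mode with CXCL16 agonist at 10 nM final; 0% = 10 nM CXCL16 with DMSO and 100% = unstimulated wells without agonist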
# Gli-Sufu block: Gli-Sufu pathway antagonism | Sufu-KO-LIGHT fibroblasts, Gli luciferase reporter luminescence | inhibition, % at 5 µM | 340,000 compounds, 0.74% hits;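 active = inhibition above about 55%, limit read from the data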;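 also: 0% = DMSO-treated cells and 100% = wells with medium but no cells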
# CCR6 antagonist: antagonists of human CCR6 receptor | 340,000 compounds, 0.49% hits | CHO-K1 CCR6 PathHunter beta-arrestin, luminescence, CCL20-stimulated | P51684 | inhibition, % at 20 µM;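 active = compounds whose inhibition of the agonist-driven luminescence signal at 20 µM reaches about 50%, limit read from the data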;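 also: cells stimulated with CCL20 at 14 nM final; plate controls were DMSO with CCL20 for no effect and DMSO without agonist for full effect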
# Target sequence (P51684 whole entry, looked up): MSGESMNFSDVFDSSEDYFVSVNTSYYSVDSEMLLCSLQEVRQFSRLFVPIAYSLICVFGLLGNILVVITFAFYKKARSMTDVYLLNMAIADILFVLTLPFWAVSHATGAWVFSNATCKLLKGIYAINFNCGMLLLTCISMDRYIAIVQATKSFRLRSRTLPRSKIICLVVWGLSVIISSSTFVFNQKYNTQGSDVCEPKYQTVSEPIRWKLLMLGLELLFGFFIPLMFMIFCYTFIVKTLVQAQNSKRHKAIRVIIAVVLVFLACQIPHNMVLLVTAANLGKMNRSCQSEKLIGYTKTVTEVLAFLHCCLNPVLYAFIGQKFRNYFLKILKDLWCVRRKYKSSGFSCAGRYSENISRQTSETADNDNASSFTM
# XBP1 UPR activ: adaptive UPR (XBP1) activation | AID 463104 | activation, % at 20 µM | 330,000 compounds, 0.33% hits | CHO-XBP1 luciferase reporter, IRE1-XBP1 UPR activation, luminescence; percent of tunicamycin response, DMSO as zero;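 active = versus positive control, 20 µM dose yields 30% or more activation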;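 also: 100% = tunicamycin at 10 µg/mL and 0% = DMSO only wells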
#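 Material: CHO cell line with stable XBP1 luciferase reporter; buffer or medium: F12 medium containing 10% fetal bovine serum; compound: single point, 20 µM final compound, 1% DMSO; incubation: 6 h treatment, 37 °C; measured by: glow luminescence from Steady-Glo reagent; evaluation: activation, % of tunicamycin; control set: tunicamycin high, DMSO low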
# Active calls of the source: *; · = no result given; & = joins results of further samples.
SMILES,EBI2 antag,Jurkat NFkB inh,Mdm2 MdmX PPI,697 NFkB inh,UPR CHOP act,CXCR6 block,Gli-Sufu block,CCR6 antagonist,XBP1 UPR activ
Cc1c(N=C2Nc3cccc4cccc2c34)c(=O)n(-c2ccccc2)n1C,5&2,1,-11,-12,0.7,-1&6,1&6,26&15,1
COc1ccc(Cl)cc1S(=O)(=O)N1CCC(C(=O)NCC2CCCO2)CC1 (configuration not stated),0,14,2,5,-0.1,-1,-2,-5,-5
Cc1ccc(NS(=O)(=O)c2ccc(C(=O)NCCCN3CCOCC3)cc2)cc1,-13,-3,8,-21,1.1,1,-5,-12,1
CCN(CC)S(=O)(=O)c1ccc(N2CCOCC2)c(NC(=O)c2ccc(OC)c([N+](=O)[O-])c2)c1,-7,9,23,19,-1.2,3,-2,15,-1
CC1(C)CC(NC(=O)C2CCCCC2)CC(C)(C)N1,-14,2,29,16,-1.8,1,-3,3,-3
CCCCn1ccnc1C(=O)c1cccc(S(=O)(=O)N2CC(C)CC(C)C2)c1 (configuration not stated),19,12,-15,1,0.3,6,-8,14,-2
CCOC(=O)[C@@H]1[C@H]2COc3ccc(Br)cc3[C@@H]2N2C(=O)N(c3ccc(OC)cc3)C(=O)[C@]12C,10,6,0,7,-1.6,9,-12,-4,-4
COCCNC(=O)[C@H]1N2C(=O)c3ccccc3C2SC1(C)C (some centres not stated),6,10,9,-3,-0.6,-4,3,-3,-1
Cc1cc2nc(CCN3CCOCC3)n(S(=O)(=O)c3ccc(C(C)(C)C)cc3)c2cc1C,16,1,52*,3,15,18,-9,12,32*
COc1ccc(C(=O)N/C(=C\c2ccccc2)C(=O)Nc2ccccc2C(=O)O)cc1,6,2,38,-17,-0.9,5,4,0,-2
O=C(Nc1cccc(S(=O)(=O)N2CCCC2)c1)c1ccccc1OC(F)F,-12,6,10,-5,0.5,-13,-5,4,-3
CN1CCN(P(=O)(c2ccccc2)c2nc3ccccc3s2)CC1 (configuration not stated),-10,-8,14,-7,1.8,-4,0,-5,3
C#CCOCCOCCOCCNc1nc(N2CCN(C(=O)CCCCCCCCCCNC(=O)[C@@H](CCC(=O)O)n3cc(CCCCCN)nn3)CC2)nc(N2CCN(C(=O)CCCCCCCCCCNC(=O)[C@H]([C@@H](C)CC)n3cc(CCCCCN)nn3)CC2)n1,-4,-15,-12,-17,1.5,6,-11,6,2
CCCn1c(O)c(C=Nc2ccccc2)sc1=S,12,-23,-11,-10,5.1,0,-34,20,1
COc1ccc(-n2nc(C(=O)NCC(=O)N3CCN(c4ccccn4)CC3)c3ccccc3c2=O)cc1Cl,6,-41,4,-73,3.2,1,-26,5,0
O=C(NC1=NCCS1)c1ccc(OCC2CCCO2)cc1 (configuration not stated),0,-63,-61,-123,2.8,2,-63,-6,-4
CC(C)CN1CC(C)C(=O)NC1=S (configuration not stated),-5,·,·,·,·,-3,6,0,·
O=C(CCCSc1nc2ccccc2[nH]1)Nc1ccccc1,-5,-3,11,12,-0.2,2,0,14,-2
Cc1cc(C)c2[nH]c(=O)c(C(c3nnnn3Cc3ccc4c(c3)OCO4)N3CCC(C)CC3)cc2c1 (configuration not stated),-1,-18,23,-8,-1.4,4,4,-5,-2
NNC(=O)c1cccc(COc2cccc(Br)c2)c1,0,-24,-27,-90,2.1,-4,-78,11,1
CC(=O)C1=C(O)CCC1=NCCc1ccccc1,-8,4,12,-7,-1.9,-2,0,-9,-6
CC1(C)OC2OC(COC(=O)c3ccccc3)C3OC(C)(C)OC3C2O1 (configuration not stated),-2,-19,-6,14,2.3,-9,5,3,0
COC(=O)c1cc(OC)c(OC)cc1NC(=O)c1ccccc1C,2,3,0,14,-1.7,-2,-5,7,2
O=C(COC(=O)CCN1C(=O)C2CC=CCC2C1=O)NCCc1ccccc1 (configuration not stated),9,8,10,-15,-0.7,-9,-8,10,0
CC1=CC(C)(C)N(C(=O)c2ccc(F)cc2)c2cc3c(cc21)OCO3,11,-3,26,20,-3.9,13,26,21,9
COc1cc(NC(=O)COC(=O)CC(NC(C)=O)c2ccccc2)cc(OC)c1 (configuration not stated),0,-5,-3,7,1.1,7,-19,15,-1
COc1ccc(/C(CC2OC(=O)c3ccccc32)=N\NC(N)=O)cc1 (configuration not stated),-10,0,18,3,-2.5,5,4,-1,-1
COc1ccc(Cl)cc1C(=O)NNC(=O)COC(=O)c1cccs1,-8,13,-13,13,1.8,-3,-2,-3,-3
CCCCn1c(=O)nc2n(-c3ccccc3C)c3ccccc3cc-2c1=O,-8,7,16,-14,-0.4,8,9,10,-2
CC(=O)Nc1ccc(NS(=O)(=O)c2cc(-c3n[nH]c(=O)c4ccccc34)ccc2C)cc1,1,3,14,17,0.7,-1,-4,10,-1
CCOc1cc(NC(=O)CC(C)C)c(OCC)cc1NC(=O)CCn1nnc2ccccc21,-13,12,39,-13,0.0,7,7,8,-2
CC(=O)c1ccc(OCC(O)CNCc2ccc3c(c2)OCO3)cc1 (configuration not stated),7,-1,-10,-17,0.1,-10,1,-5,-1
Cc1sc2nc(-c3cccnc3)nc(Cl)c2c1-c1ccccc1,16,-31,-27,-31,2.9,5,-16,22,4
CCOC(=O)C1=C(C)N(C[C@@H]2CC[C@@H](Cc3ccc(-c4ccccc4)cc3)O2)C(=O)NC1c1ccc(Cl)cc1 (some centres not stated),4,·,42,0,1.9,9,8,16,-2
O=C(CSc1n[nH]c(=O)[nH]c1=O)Nc1c(Cl)cc(Cl)cc1Cl,-8,2,34,3,-1.0,-2,-1,-2,1
CC(C)c1nnc(NC(=O)CC23CC4CC(CC(C4)C2)C3)s1,-36,8,1,-12,4.7,-9,0,1,3
Cc1ccc(NC(=O)CSc2ccccc2NC(=O)c2cccc(Cl)c2)cc1Cl,-6,2,27,-6,7.5,-13,-1,-1,36*
Cc1cc(NC(=O)c2cccc([N+](=O)[O-])c2)no1,-10,-3,25,-1,3.2,-1,3,3,0
COc1ccc2[nH]c3c(c2c1)CCN1C(=O)C(CC(=O)NCCC2=CCCCC2)C[C@H](C(=O)N2CCCCC2)[C@@]31C (some centres not stated),-1,·,15,0,5.0,3,4,24,2
Nc1nc(Nc2ccccc2F)sc1C(=O)c1ccccc1,26,-58,-84,-260,4.5,0,-38,20,2
COc1ccc(C(CNC(=O)C(=O)NC2CCCC2)N2CCN(C)CC2)cc1 (configuration not stated),-4,-17,12,10,-1.6,0,3,14,-1
COc1c(Cl)cc(Cl)cc1C(=O)Nc1ccc(NC(=O)c2cccs2)cc1,6,7,14,15,0.2,0,13,4,-3
C=CCn1c(SCC(=O)Nc2cc(C)nn2-c2ccccc2)nnc1C1CCCCC1,5,-2,7,-9,1.2,0,-23,7,1
Cc1cccc(OCC(=O)Nc2ccccc2-c2ccccc2)c1,25,·,·,·,·,-2,-4,18,·
Cc1cc(NC(=O)CSc2nnc(-c3cccnc3)n2C)no1,-9,3,-9,1,1.0,6,-1,3,-2
CCOC(=O)N/N=C/c1ccc(N(CC)CC)cc1O,20,38,19,-65,6.0,9,-38,20,3
CCC(C)(C)n1nnnc1CN1CCSCC1,3,-6,-26,-17,-1.6,-8,1,2,-3
O=C(NC(=S)Nc1cc([N+](=O)[O-])ccc1O)c1cccnc1,3,1,-16,-21,1.0,15,-17,25,4
CCOc1ccc(NC(=O)CCC(=O)NNC(=O)c2cccc([N+](=O)[O-])c2)cc1,6,5,7,8,0.3,-1,6,5,-1
Cc1cccc(-c2nnc(SCCOc3ccc4c(C)cc(=O)oc4c3)o2)c1,-4,17,13,-2,0.4,-4,-2,16,5
# Continued.
SMILES,EBI2 antag,Jurkat NFkB inh,Mdm2 MdmX PPI,697 NFkB inh,UPR CHOP act,CXCR6 block,Gli-Sufu block,CCR6 antagonist,XBP1 UPR activ
CCOC(=O)c1c[nH]n(-c2ccc(C)cc2)c1=O,7,-9,0,-11,1.8,6,12,1,-2
O=C(CCCOc1ccc(Cl)cc1)N1CCCCCC1,25,-13,-17,-10,5.6,-1,-24,15,0
CC(C)(C)S(=O)N1Cc2cc(CO)ccc2[C@@H]1CCO (some centres not stated),-15,·,·,·,·,0,-12,6,·
CCC(=NNC(=O)c1ccc2c(c1)nc(C)n2CC)c1cc(F)ccc1O,5,10,58*,15,-1.0,-7,28,8,3
O=C(Cn1[nH]c(=O)c2ccccc2c1=O)OCC(=O)c1ccccc1Cl,-7,18,12,8,1.3,4,36,15,0
O=C(Nc1ccc(Cl)cc1)C1CCCC1,-6,-9,-1,4,-0.4,-3,0,-6,-5
Cc1ccc(NC(=O)CN(C)C(C)C(=O)Nc2ccc(S(=O)(=O)N3CCCC3)cc2)cc1 (configuration not stated),7,10,11,19,-0.8,-1,5,8,-1
COC(=O)CCCC1=CC2=C(c3ccccc3)C(=O)C(C)(OC(=O)C3CCCC3)C(=O)C2=CN1CC1CC1 (configuration not stated),6,0,8,-13,-1.0,-4,3,4,-2
Cc1ccc(S(=O)(=O)Nc2ccccc2CNC2CCCCC2)cc1,-2,-8,3,-28,0.4,9,14,-5,-4
COC(=O)Cn1c(=O)c2c(nc3n2CCCN3CCc2ccc(OC)c(OC)c2)n(C)c1=O,-7,-2,-9,2,1.0,-8,5,-1,-2
Cc1cc(=O)[nH]c(SCC(=O)Nc2ccnc3ccccc23)n1,-2,-20,-6,16,0.6,-1,6,-11,-1
Cc1ccc2nc(C)c(C(=O)N/N=C/c3ccc(C(=O)O)cc3)cc2c1,8,-1,-10,15,0.4,-2,3,4,-2
CCOc1ccc(CN2CCN(Cc3ccc4cc(F)ccc4n3)CC2CCO)cc1 (configuration not stated),11,8,-16,-8,0.9,-3,17,-4,-6
COC(=O)c1cccc(NC(=O)CN2CCN(Cc3ccccc3)CC2)c1,21,-6,19,3,-5.0,-2,-25,0,-3
CN1CCN(c2ccc(NC(=O)Cc3ccccc3)cc2)CC1,-8,-67,-21,-44,1.1,0,-43,-1,1
COc1ccc(CC(NC(C)=O)C(=O)NC2CCN(C(=O)c3ccc(OC)c(OC)c3)CC2)cc1OC (configuration not stated),-3,3,11,20,1.2,1,-2,6,1
CCOC(=O)c1cn2nc(Oc3ccccc3)ccc2n1,-14,-58,-9,-58,1.8,9,-7,0,1
Cc1ccccc1N/C(SCc1ccc(Cl)cc1)=C(/C#N)C(N)=O,23,3,22,11,1.0,8,-20,26,1
CC(C)CCN(C(=O)Nc1ccc(Cl)cc1)C1CCN(C(C)C)CC1,-6,-9,-12,13,-1.2,2,6,3,0

# Compounds as they come; 5% or so of the library scored in one or more.
